# ANO1 activ = activates or potentiates the mouse TMEM16A chloride channel | Q8BHY3 | HEK293 TMEM16A/YFP-H148Q/I152L, iodide quench fluorescence; hits give low values | B-score at 10 µM | 340,000 compounds, 0.3% hits | AID 623877;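 active = fluorescence-ratio B-score plate-corrected deviation score at least 3 library SD below zero, with starting fluorescence score within 5 deviations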;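 also: channel opened by trigger with iodide after compound preincubation; score built on the fluorescence ratio of max minus min over baseline; more negative score means more quench and so TMEM16A activation or potentiation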
# KCNQ1 act = human KCNQ1 channel potentiation or activation; P51787; CHO-K1 KCNQ1, thallium flux FluxOR fluorescence; hits give high values; B-score at 10 µM; 310,000 compounds, 0.35% hits; AID 2648;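 active = fluorescence ratio B-score, a plate-corrected score, at least three library SD, with initial intensity B-score within 5 SD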
#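 assay system = KCNQ1-transfected CHO-K1 cells | medium = assay buffer with matched DMSO | probe or stimulus = depolarizing K+/Tl+ stimulus, K2SO4 and Tl2SO4 each 12.5 mM in 5x stock | dosing = single dose | incubation = dye 90 min, compound 20 min, room temperature | detection = kinetic FluxOR fluorescence, 10 s baseline plus 110 s post-stimulus | evaluation = ratio B score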
# KCNQ1 inh = inhibitors of human KCNQ1 potassium channel; P51787; CHO-K1 KCNQ1, FluxOR thallium flux fluorescence; hits give high values; B-score at 10 µM; 310,000 compounds, 1.3% hits;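 active = compounds whose thallium flux B-score, printed positive for inhibition, exceeds three library SD while starting fluorescence stays within three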;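 also: channel opened by potassium depolarization with thallium stimulus after 20 min compound exposure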
# RGS4 act = potentiators or activators of RGS4; HEK293 M3R/inducible RGS4, carbachol calcium flux Fluo4; hits give low values; B-score at 10 µM; 310,000 compounds, 0.92% hits; AID 463111;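 active = B-score of the integrated calcium signal more than 4 SD below the library mean, with starting fluorescence not abnormally high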;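 also: negative B-score means reduced calcium response which marks RGS4 activation or potentiation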
#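 Detection: kinetic calcium fluorescence imaging with Fluo4-AM dye, 2 µM / Material: HEK293 cells with stable M3R and inducible RGS4 / Schedule: recording 10 s baseline at 1 Hz, 100 s post-agonist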
# RGS4 inh = inhibitors of human RGS4 | P49798 | HEK293 M3R/RGS4 inducible, Fluo-4 calcium flux; hits give high values; triggered by carbachol at its EC20 | B-score at 10 µM | 310,000 compounds, 0.45% hits;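 active = B-score, a plate-corrected calcium signal, over three deviations above library mean, with baseline fluorescence within five deviations of library mean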;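 also: RGS4 expression induced by doxycycline in cells with stable M3 receptor; B-score is computed from the integrated fluorescence ratio over baseline after carbachol; higher B-score means a larger calcium signal and so more RGS4 inhibition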
# Target sequence (P49798 whole entry, looked up): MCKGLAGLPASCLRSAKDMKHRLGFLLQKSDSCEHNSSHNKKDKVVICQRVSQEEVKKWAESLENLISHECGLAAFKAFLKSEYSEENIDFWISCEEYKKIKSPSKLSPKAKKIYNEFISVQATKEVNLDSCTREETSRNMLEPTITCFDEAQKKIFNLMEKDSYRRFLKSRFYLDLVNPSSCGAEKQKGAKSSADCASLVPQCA
# KCNK9 inh = inhibitors of human KCNK9 two-pore domain potassium channel | AID 488922 | HEK293 KCNK9, FluxOR thallium flux fluorescence; hits give low values | 310,000 compounds, 1.2% hits | Q9NPC2 | B-score at 10 µM;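 active = ratio B-score over 3 SD below the library mean, with starting fluorescence within 5 SD of its mean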;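 also: negative B-score means less thallium flux so channel inhibition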
# Target sequence (Q9NPC2 whole entry, looked up, the tested form may be a part): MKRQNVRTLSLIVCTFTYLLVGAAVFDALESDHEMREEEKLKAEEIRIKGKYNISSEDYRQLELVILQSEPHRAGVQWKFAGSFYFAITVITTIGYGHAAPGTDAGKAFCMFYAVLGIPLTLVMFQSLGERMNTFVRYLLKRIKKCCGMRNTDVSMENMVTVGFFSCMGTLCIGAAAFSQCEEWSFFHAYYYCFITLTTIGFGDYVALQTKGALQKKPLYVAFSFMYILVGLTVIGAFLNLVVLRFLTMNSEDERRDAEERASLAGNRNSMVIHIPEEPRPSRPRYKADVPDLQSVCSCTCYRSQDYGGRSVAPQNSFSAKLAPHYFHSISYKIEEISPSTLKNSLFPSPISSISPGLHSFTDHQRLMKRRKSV
# ANO1 block = inhibitors of mouse TMEM16A calcium-activated chloride channel; 310,000 compounds, 1.2% hits; AID 588511; normalized B-score (activity score, 25-100; higher = stronger inhibition) at 10 µM; HEK293 TMEM16A/YFP iodide influx fluorescence, ionomycin; Q8BHY3;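 active = ratio plate-corrected score three or more library SD toward inhibition, starting fluorescence score within five deviations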;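 also: score derived from kinetic fluorescence span divided by baseline fluorescence per well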
# MrgX1 allo act = human MrgX1 positive allosteric modulation, primary screen; B-score at 10 µM; Q96LB2; MrgX1-HEK293, Fluo-4 calcium flux, FDSS; hits give high values; 310,000 compounds, 0.63% hits;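 active = plate-corrected calcium response at least 3 library SD above typical, normal starting fluorescence, not activating the receptor alone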;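 also: compound read alongside a low EC10 to EC30 dose of BAM8-22 agonist; peak minus trough fluorescence over baseline measured at the second addition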
# Target sequence (Q96LB2 whole entry, looked up): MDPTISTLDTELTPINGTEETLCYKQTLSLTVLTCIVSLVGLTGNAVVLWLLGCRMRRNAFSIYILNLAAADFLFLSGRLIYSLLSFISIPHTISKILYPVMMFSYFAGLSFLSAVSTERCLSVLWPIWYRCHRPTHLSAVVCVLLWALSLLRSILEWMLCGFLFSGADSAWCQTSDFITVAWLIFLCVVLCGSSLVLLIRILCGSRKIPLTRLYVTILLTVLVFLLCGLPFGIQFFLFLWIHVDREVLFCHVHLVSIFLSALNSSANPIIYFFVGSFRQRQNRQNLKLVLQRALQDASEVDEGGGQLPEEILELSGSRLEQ
# MrgX1 ag = agonists of human MrgX1 receptor; MrgX1-HEK293 cells, Fluo-4 calcium fluorescence, agonist mode; hits give high values; AID 588627; B-score at 10 µM; 310,000 compounds, 0.44% hits; Q96LB2;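 active = calcium response B-score plate-corrected fluorescence ratio at least 3 library SD, with starting fluorescence B-score inside 5 SD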
#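 Test system: HEK293 cells stably expressing human MrgX1 receptor; Input: fifteen thousand cells per well; Dosing: compound delivered in addition one of three; Schedule: overnight seeding, then 1 h dark dye loading; Technique: Fluo-4 NW calcium fluorescence; Measure: B-scored fluorescence response ratio; Controls: positive and negative controls per plate.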
# hERG rescue = hERG (human) protection from proarrhythmic block; Q12809; CHO-hERG, FluxOR thallium flux, dofetilide IC70 present; activation (rescue from dofetilide block), less the hit threshold, % at 10 µM; 310,000 compounds, 0.51% hits;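 active = activation above the mean of controls blocked by dofetilide plus 5 SD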;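 also: thallium influx through hERG after potassium depolarization seen as dye fluorescence rise; in these data hits start at about 4.7%; inactives centre near -7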
# KCNK3 block = human KCNK3 channel inhibition, primary screen; O14649; CHO-KCNK3 thallium flux, FluxOR fluorescence; hits give low values; B-score at 10 µM; 340,000 compounds, 0.84% hits; AID 602410;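 active = B-score under library mean minus 4 SD, starting fluorescence ratio at most library mean plus 5 SD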;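 also: more negative B-score means stronger inhibition of thallium flux through KCNK3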
# Numbers without * were called inactive; i = inactive; x = no result given.
SMILES,ANO1 activ,KCNQ1 act,KCNQ1 inh,RGS4 act,RGS4 inh,KCNK9 inh,ANO1 block,MrgX1 allo act,MrgX1 ag,hERG rescue,KCNK3 block
COc1ccc(C(C)=O)cc1Cn1nc(C)c([N+](=O)[O-])c1C,i,i,i,i,i,i,i,i,i,-16.6,i
CNc1nc(-c2ccc3c(c2)CCN3C(=O)c2ccccc2F)cs1,i,i,i,i,i,i,x,x,x,-18.1,i
COc1ccccc1N(C)S(=O)(=O)c1ccc(C(=O)NC(C)(C)C)cc1,i,i,i,i,i,i,i,i,i,-5.7,i
CCOc1ccc(CNC(=O)c2ccc(NC(=O)C3=CSCCO3)cc2)cc1,i,i,i,i,i,i,i,i,i,-6.3,i
Cc1cc(C)c(C#N)c(Sc2nnnn2-c2ccccc2)n1,i,i,i,i,i,i,i,i,i,-0.1,i
CC(C)(C)NC(=O)c1oc2ccccc2c1COc1ccccc1,i,i,i,i,i,i,i,i,i,-9.1,i
CCCCNS(=O)(=O)c1ccc(OC)c(Cl)c1Cl,i,i,i,i,i,i,i,i,i,-11.0,i
CC(C)(C)NC(=O)C(c1ccncc1)N(C(=O)C1CSC(=O)C1)c1ccccc1 (centres undefined),i,i,i,i,i,i,i,i,i,-7.4,i
COc1ccc(NCC(=O)N/N=C/C2CCCCC2)cc1,i,i,i,i,i,i,i,i,i,-10.5,i
CCN(CC)S(=O)(=O)c1cc(OC)c(C)cc1C,i,i,i,i,i,i,i,i,i,-8.4,i
COc1cc(C(=O)NCCc2ccc(S(N)(=O)=O)cc2)cc(OC)c1OC,i,i,i,i,i,i,i,i,i,-5.6,i
Cc1cc(O)ccc1NC(=O)c1ccccc1,i,i,i,i,i,i,i,i,i,1.7,i
CSc1nc(NCc2ccco2)c2ccccc2n1,i,i,i,i,i,i,i,i,i,-4.3,i
O=C(c1cccc(S(=O)(=O)N2CCOCC2)c1)N1CCN(c2ccc(F)cc2)CC1,i,i,i,i,i,i,i,i,i,-5.0,i
N#Cc1c(N2C(=O)Nc3ccccc3N2O)sc2c1CCCC2,i,i,i,i,i,i,i,i,i,-9.6,i

# Full records as entered above. Values in the order: ANO1 activ	KCNQ1 act	KCNQ1 inh	RGS4 act	RGS4 inh	KCNK9 inh	ANO1 block	MrgX1 allo act	MrgX1 ag	hERG rescue	KCNK3 block
# `COc1cc(C(=O)NCCc2ccc(S(N)(=O)=O)cc2)cc(OC)c1OC` reads i	i	i	i	i	i	i	i	i	-5.6	i
# `Cc1cc(C)c(C#N)c(Sc2nnnn2-c2ccccc2)n1` reads i	i	i	i	i	i	i	i	i	-0.1	i
# `CCCCNS(=O)(=O)c1ccc(OC)c(Cl)c1Cl` reads i	i	i	i	i	i	i	i	i	-11.0	i

# The listing continues.
SMILES,ANO1 activ,KCNQ1 act,KCNQ1 inh,RGS4 act,RGS4 inh,KCNK9 inh,ANO1 block,MrgX1 allo act,MrgX1 ag,hERG rescue,KCNK3 block
CC(C)OCCCNC(=O)c1cn(C)c2ccc(S(=O)(=O)N3CCCC3)cc2c1=O,i,i,i,i,i,i,i,i,i,-8.2,i
CC1(c2ccccc2)NC(=O)N(CC(=O)NC(=O)NC2CCCC2)C1=O (centres undefined),i,i,i,i,i,i,i,i,i,-8.0,i
CCC(Cc1ccccc1)NC(=O)CN1C(=O)CSc2ncccc21 (centres undefined),i,i,i,i,i,i,i,i,i,-5.7,i
CC(C)C(=O)Nc1cccc(NC(=S)NC(=O)c2cccs2)c1,i,i,i,i,i,i,i,i,i,-4.8,i
CC(=O)Nc1nc(C)c(-c2nc3ccc([N+](=O)[O-])cc3[nH]2)s1,i,i,i,i,i,i,i,i,i,0.4,i
O=C(COc1ccc(Cl)cc1)Nc1ccc2oc(=O)ccc2c1,i,i,i,i,i,i,i,i,i,-4.7,i
Cc1n(CC(O)COC2CCCCC2)c2ccccc2[n+]1C (centres undefined),i,i,i,i,i,i,i,i,i,-6.6,i
O=C(COC(=O)CCCN=C1NS(=O)(=O)c2ccccc21)NNC(=O)c1ccccc1,i,i,i,i,i,i,i,i,i,-15.7,i
CCC(Sc1nc2ccncc2[nH]1)C(=O)Nc1ccc(C)c(Cl)c1 (centres undefined),i,i,i,i,i,i,i,i,i,-18.7,i
COc1ccc(-c2cc3nc(C)c(CCC(=O)N4CCN(c5ccccn5)CC4)c(C)n3n2)c(OC)c1,i,i,i,i,i,i,i,i,i,-1.9,i
Cn1c(=O)cc(OCC(=O)NC2CCCCC2)c2ccccc21,i,i,i,i,i,i,i,i,i,-12.1,i
COc1cccc(/C=C/C(=O)OCC(=O)Nc2ccc(Cl)c(S(=O)(=O)N(C)C)c2)c1OC,i,i,i,i,i,i,i,i,i,-17.1,i
Cc1cccc(Nc2ncnc3c2cnn3C)c1,i,i,i,i,i,i,i,i,i,-2.4,i
COc1cccc(N(CC(=O)NC(C)(C)C)C(=O)C2CSC(=O)C2)c1 (centres undefined),i,i,i,i,i,i,i,i,i,-8.1,i
Cc1ccc(OCC(=O)NCCC2=CCCCC2)cc1,i,i,i,i,i,i,i,i,i,-9.3,i
CC1(C)CC(=O)/C(=C(/O)Cc2ccccc2)C(=NCCc2ccccc2)C1,i,i,i,i,i,i,i,i,i,-13.9,i
Cc1ccc(S(=O)(=O)c2c(C)cc(C)nc2N2CCCC2)cc1,i,i,i,i,i,i,i,i,i,-10.8,i
CC(C)N1CC2=C(C1=O)C(c1ccc(O)cc1)NC(=O)N2C (centres undefined),i,i,i,i,i,i,i,i,i,-6.2,i
CCCC(c1nnnn1Cc1ccc2c(c1)OCO2)N1CCC(C(N)=O)CC1 (centres undefined),i,i,i,i,i,i,i,i,i,-5.1,i
Cc1cc(C(F)(F)F)cc(NNC(=O)NC(=O)c2c(F)cccc2Cl)n1,i,i,i,i,i,i,i,i,i,-11.0,i
COC(=O)Cc1[nH]nc2c1C(c1cccc(OC)c1OC)C(C#N)=C(N)O2 (centres undefined),i,i,i,i,i,i,i,i,i,-4.7,i
COc1c(Br)cc(Br)cc1/C=N/NC(=O)c1cccnc1,i,i,i,i,i,i,i,i,i,-8.6,i
CC1=C(C(=O)OCc2ccccc2)C(c2ccco2)C2=C(CC(C)(C)CC2=O)N1 (centres undefined),i,i,i,i,i,i,i,i,i,-7.6,i
COc1ccc(C)cc1NC(=O)CN1CCN(c2ccc(F)cc2)CC1,i,i,i,i,i,i,i,i,i,-6.5,i
COc1ccccc1C(=O)NC(=S)Nc1ccc(N2CCCC2)cc1,i,i,i,i,i,i,i,i,i,-7.1,i
CCN(CCNC(=O)c1cccc(N2CCCC2=O)c1)c1ccccc1,i,i,i,i,i,i,i,i,i,-6.2,i
Cc1ccccc1NC(=O)C1c2cccc[n+]2CC(=O)N1c1c(C)cccc1C (centres undefined),i,i,i,i,i,i,i,i,i,-17.6,i
CCCCn1c2c(c(=O)n(C)c1=O)C(CC(=O)OCC(=O)Nc1cccc(C(F)(F)F)c1)C(=O)N2 (centres undefined),i,i,i,i,i,i,i,i,i,-11.6,i
COc1ccc(OCC(=O)N2CCC(Cc3ccccc3)CC2)cc1,i,i,i,i,i,i,i,i,i,-13.2,i
COC(=O)CSc1nc(NC(C)(C)C)nc(N(C)C)n1,i,i,i,i,i,i,i,i,i,-12.1,i
O=C(Oc1cccc2cccnc12)c1cccc(N2C(=O)C3C4CCC(C4)C3C2=O)c1 (centres undefined),x,i,i,i,5.97*,i,i,i,i,-6.8,x
COc1ccc(/C=N/NC(=O)c2cccnc2)cc1CN1CCc2cc(OC)c(OC)cc2C1C (centres undefined),i,i,i,i,i,i,i,i,i,-12.9,i
COc1ccc(N(CC(=O)N2CCN(C)CC2)S(=O)(=O)c2ccccc2)cc1OC,i,i,i,i,i,i,i,i,i,-8.7,i
CC1(C)COC2(OC1)C(=O)Nc1ccccc12,i,i,i,i,i,i,i,i,i,-20.1,i
O=C(CNS(=O)(=O)c1cccc(Br)c1)NCC1CCCCC1,i,i,i,i,i,i,i,i,i,-8.6,i
COc1cccc(CNC(=O)C2CCN(S(=O)(=O)c3ccc(C)cc3)CC2)c1,i,i,i,i,i,i,i,i,i,-8.3,i
Cc1cccc(N(C(=O)c2ccc(CN3CCOCC3)o2)C(C(=O)NC2CCCCC2)c2ccc(F)cc2)c1 (centres undefined),i,i,i,i,i,i,i,i,i,-5.1,i
C=CCNC(=S)N1CCN(CCN=Cc2c(C)[nH]n(-c3ccc([N+](=O)[O-])cc3)c2=O)CC1,i,i,i,i,i,i,i,i,i,-7.6,i
COc1ccc(C)cc1NC(=O)C(Sc1nnc(-c2cccs2)o1)c1ccccc1 (centres undefined),i,i,i,i,i,i,i,i,i,-4.3,i
CC(C)(C)c1ccc(S(=O)(=O)NCc2ccccn2)cc1,i,i,i,i,i,i,i,i,i,-9.8,i
CCOC(=O)C(C)n1cnc2c(nnn2-c2cccc(Cl)c2)c1=O (centres undefined),i,i,i,i,i,i,i,i,i,-6.3,i
Nc1ccc2nc(CCCO)[nH]c2c1,i,i,i,i,i,i,i,i,i,-13.5,i
COc1ccc2cc(-c3ccon3)ccc2c1,i,i,i,i,i,i,i,i,i,0.7,i
O=C(Nc1cccc2c1CCCC2)C1CCN(c2nnnn2-c2ccccc2)CC1,i,i,i,i,i,i,i,i,i,-7.9,i
Cc1cc(-c2nnc(CCC(=O)N(CC3CC3)CC3CCCO3)o2)no1 (centres undefined),i,i,i,i,i,i,i,i,i,-1.6,i
Nc1nonc1-c1nc2ccccc2n1CC(=O)N/N=C/c1ccc(-c2cccc(C(=O)O)c2)o1,i,i,i,i,i,i,x,x,x,-5.1,i
CN(c1c[nH]c(=O)[nH]c1=O)C1CCCCC1,i,i,i,i,i,i,i,i,i,-2.7,i
CCOc1ccc(-c2nc(C#N)c(NC3CC3)o2)cc1,i,i,i,i,i,i,i,i,i,-14.4,i

# High-throughput results from PubChem.
